Pf growth 96h = Primary qHTS for delayed death inhibitors of the malarial parasite plastid, 96 hour incubation | Potency, µM (highest dose often 28.7 µM), inactives show top-dose activity change, negative = inhibition, hits mostly inhibitors | 320,000 tested, 6.9% active | P. falciparum luciferase reporter growth, 96 h; note: potency is the fitted concentration of half-maximal effect; % is set by controls: 0 for no effect and ±100 for the full control effect
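Erythrocytes infected with luciferase-expressing P. falciparum were dispensed at 2% hematocrit and 0.05% parasitemia (final), then incubated with compounds 96 hours at 37 C in 5% CO2. Luminescence after detection reagent addition reported growth.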
Cycloheximide cs = Cycloheximide Counterscreen for Small Molecule Inhibitors of Shiga Toxin. cell reporter, cycloheximide protein synthesis inhibition counterscreen. AID 2314, 2010. 300,000 tested, 12% active. max response, %; in the data active = max response mostly above about 13%, no sharp cut-off; inactive = mostly below about 14%; note: read at 38.3 µM for the half of the compounds with a filed dose; 0% is about no effect
Pf growth 48h = Primary qHTS for delayed death inhibitors of the malarial parasite plastid, 48 hour incubation | 310,000 tested, 5.9% active | P. falciparum luciferase growth in erythrocytes, 48 h | Potency, µM (series often up to 28.7 µM), without a hit: top-dose activity change, negative = inhibition, hits mostly inhibitors; note: potency is the fitted concentration of half-maximal effect; % is set by controls: 0 for no effect and ±100 for the full control effect
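Cell-based growth assay: transgenic P. falciparum expressing firefly luciferase, cultured in red cells within RPMI 1640 containing 0.5% w/v Albumax, 24 mM bicarbonate and gentamycin. A drop in luciferase activity indicates inhibition.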
LmPK inh = qHTS Assay for Inhibitors of Leishmania Mexicana Pyruvate Kinase (LmPK); Q27686; purified LmPK, Kinase-Glo ATP luminescence, 1 h; Potency, µM (doses to about 57.5 µM), inactives show top-dose activity change, negative = inhibition, actives largely listed as inhibitors; 290,000 tested, 0.37% active; AID 1721, 2009; note: potency is the fitted concentration of half-maximal effect; % is set by controls: 0 for no effect and ±100 for the full control effect
Target sequence (Q27686 whole entry, looked up): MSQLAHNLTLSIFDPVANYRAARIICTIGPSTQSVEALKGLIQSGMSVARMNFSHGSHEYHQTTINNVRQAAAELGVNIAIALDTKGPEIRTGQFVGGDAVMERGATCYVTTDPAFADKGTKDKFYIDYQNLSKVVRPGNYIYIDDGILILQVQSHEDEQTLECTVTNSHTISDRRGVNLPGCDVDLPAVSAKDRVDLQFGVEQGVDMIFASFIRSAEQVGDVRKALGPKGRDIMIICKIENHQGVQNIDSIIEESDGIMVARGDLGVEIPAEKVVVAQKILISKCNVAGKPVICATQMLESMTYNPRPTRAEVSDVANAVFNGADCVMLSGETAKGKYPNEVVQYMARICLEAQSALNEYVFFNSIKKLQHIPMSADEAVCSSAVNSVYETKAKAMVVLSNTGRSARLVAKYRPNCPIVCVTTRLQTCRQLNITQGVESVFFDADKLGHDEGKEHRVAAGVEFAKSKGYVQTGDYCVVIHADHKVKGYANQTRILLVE
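qHTS format; LmPK 0.1 nM; substrates PEP 0.5 mM and ADP 0.1 mM. One-hour room-temperature incubation, then coupled luciferase luminescence; 0.5 nM enzyme wells mark activation.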
Tb PYK inh = qHTS of Trypanosoma Brucei Inhibitors. AID 624173, 2012. Potency, µM (top dose mostly 76.8 µM), for inactives: top-dose activity, negative = inhibition, actives largely listed as inhibitors. TbPYK enzyme, Kinase-Glo Plus ATP luminescence, 45 min. 410,000 tested, 0.12% active; note: potency is the fitted concentration of half-maximal effect; % is set by controls: 0 for no effect and ±100 for the full control effect; nearly all actives have a fitted effect of over 50% in size
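ADP (130 uM final) triggers the TbPYK reaction after compound addition; incubation is 45 min at room temperature. Kinase-Glo Plus is then added and luminescence imaged. Normalized data are fitted to concentration-effect curves.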
Shiga inhibitor = A qHTS for Small Molecule Inhibitors of Shiga Toxin. Vero cells, Shiga toxin protein synthesis inhibition reporter. inhibition, % at 38.7 µM. 290,000 tested, 9.2% active. AID 2315, 2010; in the data active = inhibition mostly above about 28%, no sharp cut-off; inactive = mostly below about 43%; note: 0% is about no effect
HCV inh = qHTS Assay for Inhibitors of Hepatitis C Virus (HCV); Huh7.5.1 HCVcc-Cre infection, luciferase reporter, 44 h; Potency, µM (series often up to 41.8 µM), without a hit: at the top dose activity change, negative = inhibition, actives largely listed as inhibitors; 340,000 tested, 3.4% active; AID 651820, 2012; note: potency is the fitted concentration of half-maximal effect; % is set by controls: 0 for no effect and ±100 for the full control effect
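Infectious HCV cell culture screen: compound-treated cells (1,000/well, pre-plated 4 h) are infected with HCVcc-Cre at roughly 0.5 moi and grown 44 h. Infection is quantified by luciferase signal after 15 min substrate incubation at room temperature.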
Starred values were filed as active, the others as inactive; & = joins results of further samples; [ ] = dose if it differs, or a comment. Unless noted, calls come from the whole dose curve; as a rule, active = well fitted curve in the direction sought with a large enough effect; inconclusive = small, poorly fitted or top-dose-only effect, or another doubt; inactive = no such curve, though single readings can be large; an effect the other way counts as inactive or inconclusive.

COc1ccc2nc(NC(=O)C3CCCN(S(=O)(=O)c4cccs4)C3)sc2c1 (stereo unspecified) was read as Pf growth 96h inconclusive, Cycloheximide cs 2.2, Pf growth 48h 9.28µM*, LmPK inh -2.0%, Tb PYK inh 3.5%, Shiga inhibitor -2.0 and HCV inh 12.6µM*.
CN(C)S(=O)(=O)c1ccc(Cl)c(NC(=O)COC(=O)c2cc(-c3ccccc3)nc3ccccc23)c1 was read as Pf growth 96h 28.2%, Cycloheximide cs -1.0, Pf growth 48h -0.4%, LmPK inh -1.5%, Tb PYK inh 2.9%, Shiga inhibitor -4.8 and HCV inh 8.4%.
For COc1cc(C)ccc1OCc1cc(C(=O)N2CCC(c3ccc(F)cc3)C2)no1 (stereo unspecified) the results were Pf growth 96h 122.3%[activator], Cycloheximide cs 58.1*, Pf growth 48h 49.0%[activator], LmPK inh -0.4%, Tb PYK inh 0.0%, Shiga inhibitor 113.4* and HCV inh inconclusive.
For O=C(CCC(=O)N1CCOc2ccc(Cl)cc21)N1CCN(c2ccccn2)CC1 the results were Pf growth 96h 27.0%, Cycloheximide cs -1.1, Pf growth 48h -1.1%, LmPK inh 1.2%, Tb PYK inh 2.7%, Shiga inhibitor -6.9 and HCV inh -16.8%.
`Nc1cc(N)nc(SCC(=O)NC(=O)NC2CCCC2)n1` gave Pf growth 96h -33.1%, Pf growth 48h 0.6%, Tb PYK inh -4.9% and HCV inh 3.4%.
Screening COCCNC(=O)Cn1nc(Cc2ccncc2)c2ccccc2c1=O returned Pf growth 96h 11.0%, Cycloheximide cs -1.9, Pf growth 48h 15.4%, LmPK inh 4.5%, Tb PYK inh 0.2%, Shiga inhibitor -15.9 and HCV inh 18.6%.
Screening COC(=O)c1cnc2ccccc2n1 returned Pf growth 96h 16.9%, Cycloheximide cs 15.8*, Pf growth 48h -3.5%, LmPK inh -6.0%, Tb PYK inh 2.7%, Shiga inhibitor 28.8 and HCV inh -27.2%.
Screening O=C1N=c2ccccc2=C1c1sc(=S)n(NC(=O)c2ccccc2)c1O returned Pf growth 96h 6.5%, Cycloheximide cs -2.9, Pf growth 48h -2.9%, LmPK inh inconclusive, Tb PYK inh -3.1%, Shiga inhibitor 40.3 and HCV inh 5.6%.
For Cc1ccc(NC(=O)CCSc2nnc(Cc3ccccc3)o2)cc1 the results were Pf growth 96h 13.2%, Cycloheximide cs -3.9, Pf growth 48h 13.4%, LmPK inh 1.6%, Tb PYK inh 4.2%, Shiga inhibitor -1.1 and HCV inh 7.6%.
Screening Cc1ccc(S(=O)(=O)NCc2ccncc2)cc1C returned Pf growth 96h inconclusive, Cycloheximide cs 13.6, Pf growth 48h -3.6%, LmPK inh -5.8%, Tb PYK inh -1.6%, Shiga inhibitor 19.4 and HCV inh 2.24µM*.
Screening CC(C)(C)NC(=O)C(Cc1ccccc1)N1C(=O)c2ccccc2C1=O (stereo unspecified) returned Pf growth 96h -1.9%, Cycloheximide cs -2.1, Pf growth 48h 6.4%, LmPK inh 0.8%, Tb PYK inh -0.1%, Shiga inhibitor 12.1 and HCV inh 10.6%.
Screening Nc1ccccc1-c1ccccc1N returned Pf growth 96h 0.0%, Cycloheximide cs 9.3, Pf growth 48h 0.0%, LmPK inh -1.7%, Tb PYK inh -8.2%, Shiga inhibitor 3.7 and HCV inh 22.8%.
For CCOc1ccccc1Oc1coc2cc(O)ccc2c1=O the results were Pf growth 96h -24.1%, Cycloheximide cs -1.5, Pf growth 48h 16.5%, LmPK inh -19.3%, Tb PYK inh 3.1%, Shiga inhibitor 3.3 and HCV inh 14.9%.
Screening Cc1ccc(S(=O)(=O)c2nc(-c3ccco3)oc2N2CCC(C)CC2)cc1 returned Pf growth 96h inconclusive, Cycloheximide cs 15.1, Pf growth 48h inconclusive, LmPK inh 1.8%, Tb PYK inh -17.9%, Shiga inhibitor -5.2 and HCV inh inconclusive.
Screening Cc1ccc2nc(-c3ccccc3)c(NC(=O)c3ccco3)n2c1 returned Pf growth 96h -27.6%, Cycloheximide cs -1.1, Pf growth 48h 44.5%[activator], LmPK inh -3.2%, Tb PYK inh 0.4%, Shiga inhibitor 26.4 and HCV inh 5.0%.
`Cc1ccc(NC(=O)c2csc3c2CCCC3)cc1` gave Pf growth 96h 124.8%[activator], Cycloheximide cs 46.6*, Pf growth 48h 379.3%[activator], LmPK inh 14.9%, Tb PYK inh 8.8%, Shiga inhibitor 110.2* and HCV inh -16.9%.
`O=C(CSC1=NS(=O)(=O)c2ccccc2N1)Nc1nccs1` gave Pf growth 96h 14.3%, Pf growth 48h inconclusive, Tb PYK inh 1.8% and HCV inh 21.9%.
CNC(=O)CSc1nc(N)c2c3c(sc2n1)CCC3 was read as Pf growth 96h 28.8%, Cycloheximide cs 8.9, Pf growth 48h 30.1%[activator], LmPK inh -1.0%, Tb PYK inh 2.0%, Shiga inhibitor 1.8 and HCV inh -5.6%.
Screening Cc1cc(NC(=O)CC(C)C)c(=O)n(Cc2ccccc2F)c1 returned Pf growth 96h -22.8%, Cycloheximide cs -1.1, Pf growth 48h -8.6%, LmPK inh 5.5%, Tb PYK inh -18.2% and HCV inh -4.7%.
Screening CCOc1ccc(CCNC(=O)c2sc3nc4n(c(=O)c3c2C)CCC4)cc1 returned Pf growth 96h inconclusive, Cycloheximide cs 7.2, Pf growth 48h -8.9%, LmPK inh 9.1%, Tb PYK inh 0.3%, Shiga inhibitor -10.6 and HCV inh -5.8%.
`Cc1cc(-c2ccc(Cl)cc2)n2nc(C)cc2n1` gave Pf growth 96h 10.4µM*, Cycloheximide cs -2.2, Pf growth 48h -1.0%, LmPK inh 1.1%, Tb PYK inh 6.3%, Shiga inhibitor -5.7 and HCV inh inconclusive.
Screening Cc1cc(C)c2[nH]c(=O)c(C(c3nnnn3Cc3ccc4c(c3)OCO4)N3CCC(C)CC3)cc2c1 (stereo unspecified) returned Cycloheximide cs -1.8, Pf growth 48h 13.1µM*, LmPK inh 3.7%, Tb PYK inh -13.2%, Shiga inhibitor -4.6 and HCV inh 10.4%&6.8%.
`Cn1cccc1C(=O)N1CCN(S(=O)(=O)c2ccccc2)CC1` gave Pf growth 96h 39.8%[activator], Pf growth 48h -12.1%, Tb PYK inh 11.3% and HCV inh 3.3%.
`C/C(=N\OCC(=O)OCC(=O)N(C)c1ccccc1)c1ccc2c(c1)OCO2` gave Pf growth 96h 29.3%, Pf growth 48h 7.7%, Tb PYK inh 0.0% and HCV inh 15.1%.
N#Cc1nc(-c2ccc(Cl)cc2)oc1NCCc1ccccn1 was read as Pf growth 96h inconclusive, Cycloheximide cs 12.2*, Pf growth 48h 53.8%[activator], LmPK inh 7.1%, Tb PYK inh -22.9%, Shiga inhibitor 35.0* and HCV inh -20.5%.
`COc1ccc(Cl)cc1-n1c(=S)sc2c(=O)[nH]c(SCC(=O)NCC3CCCO3)nc21` (stereo unspecified) gave Pf growth 96h 9.4%, Cycloheximide cs -0.9, Pf growth 48h -20.5%, LmPK inh 3.9%, Tb PYK inh -20.6% and Shiga inhibitor -10.5.
Screening O=c1[nH]cnc2c1sc1nc(-c3ccccc3)c3c(c12)CCCC3 returned Pf growth 96h 4.0%, Cycloheximide cs 6.9, Pf growth 48h 4.4%, LmPK inh 2.5%, Tb PYK inh 7.4%, Shiga inhibitor -13.3 and HCV inh 2.7%.
`CCOC(=O)C(=CNc1ccc(N2CCOCC2)cc1)C(=O)OCC` gave Pf growth 96h inconclusive, Cycloheximide cs 1.0, Pf growth 48h 0.4%, LmPK inh -2.6%, Tb PYK inh -1.7%, Shiga inhibitor 0.4 and HCV inh -18.4%.
Screening CC(C(=O)N(C)C)N(C#N)c1nc(N(C)C)nc(N(C)C)n1 (stereo unspecified) returned Pf growth 96h -16.9%, Cycloheximide cs -2.0, Pf growth 48h 5.9%, LmPK inh -6.5%, Tb PYK inh -24.4%, Shiga inhibitor -9.9 and HCV inh 1.9%.
`O=c1c(-c2nnc(SCc3ccc(Cl)cc3)o2)cccn1Cc1ccccc1` gave Pf growth 96h 13.1µM*, Cycloheximide cs -1.4, Pf growth 48h inconclusive, LmPK inh 0.0%, Tb PYK inh 3.3%, Shiga inhibitor -7.6 and HCV inh 3.55µM*.

For reference, part of the list above.
Screening CC(C(=O)N(C)C)N(C#N)c1nc(N(C)C)nc(N(C)C)n1 (stereo unspecified) returned Pf growth 96h -16.9%, Cycloheximide cs -2.0, Pf growth 48h 5.9%, LmPK inh -6.5%, Tb PYK inh -24.4%, Shiga inhibitor -9.9 and HCV inh 1.9%.
`O=c1c(-c2nnc(SCc3ccc(Cl)cc3)o2)cccn1Cc1ccccc1` gave Pf growth 96h 13.1µM*, Cycloheximide cs -1.4, Pf growth 48h inconclusive, LmPK inh 0.0%, Tb PYK inh 3.3%, Shiga inhibitor -7.6 and HCV inh 3.55µM*.

Further structures follow:
Screening O=C(NNC(=O)c1ncc(Cl)c(Cl)c1Cl)c1ccc(F)cc1 returned Pf growth 96h 47.9%[activator], Cycloheximide cs 10.1, Pf growth 48h inconclusive, LmPK inh 0.4%, Tb PYK inh -2.3%, Shiga inhibitor 1.9 and HCV inh 8.0%.
For O=C(CNS(=O)(=O)c1ccc2ccccc2c1)OCc1csc(-c2ccccc2)n1 the results were Pf growth 96h inconclusive, Cycloheximide cs 19.7*, Pf growth 48h -5.5%, LmPK inh -3.9%, Tb PYK inh -4.8%, Shiga inhibitor 19.0 and HCV inh 6.4%.
Screening CC(C)OC(=O)c1cc(Cl)c(=O)n(Cc2ccc(Cl)cc2Cl)c1 returned Pf growth 96h -19.2%, Cycloheximide cs 0.7, Pf growth 48h -28.7%, LmPK inh -4.3%, Tb PYK inh 2.4%, Shiga inhibitor 14.2 and HCV inh inconclusive.
For CCOc1ccccc1C(=O)Nc1cc(C)ccc1NC(=O)c1ccco1 the results were Pf growth 96h inconclusive, Cycloheximide cs 0.6, Pf growth 48h -8.6%, LmPK inh -3.5%, Tb PYK inh -0.2%, Shiga inhibitor -9.3 and HCV inh -5.5%.
Cn1nnnc1SCC(=O)NC1CCCc2ccccc21 (stereo unspecified) was read as Pf growth 96h 1.1%, Cycloheximide cs -11.9, Pf growth 48h inconclusive, LmPK inh 9.4%, Tb PYK inh -2.2%, Shiga inhibitor -14.7 and HCV inh 17.0%.
Cc1ccccc1N1C(=O)C(Cl)=C(N2CCN(c3ccccc3)CC2)C1=O was read as Pf growth 96h 3.7µM*, Cycloheximide cs 0.8, Pf growth 48h 0.0%, LmPK inh 3.4%, Tb PYK inh 1.5%, Shiga inhibitor -8.3 and HCV inh 7.4%.
`COc1cc(/C=N/NC(=O)CCc2c(C)n[nH]c2C)cc(OC)c1OC` gave Pf growth 96h inconclusive, Cycloheximide cs -1.7, LmPK inh -4.3%, Tb PYK inh -1.3%, Shiga inhibitor -20.3 and HCV inh inconclusive.
`Oc1c(Br)cc(Br)cc1Oc1ccc(Br)cc1Br` gave Pf growth 96h 14.7µM*, Cycloheximide cs -3.8, Pf growth 48h inconclusive, LmPK inh 0.1%, Shiga inhibitor 19.4 and HCV inh -19.5%[8.37 µM].

Assay outcomes as filed in PubChem BioAssay.
